Assay outcomes as filed in PubChem.
Mdm2 MdmX PPI: human Mdm2/MdmX binding inhibition. SaOS-2 split-luciferase Mdm2/MdmX complementation, luminescence. inhibition, % at 8 µM. hit rate 3% among 330,000. AID 485346;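 active = inhibition of at least 50% at 8 µM in the primary screen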
Target sequence (O15151 whole entry, looked up): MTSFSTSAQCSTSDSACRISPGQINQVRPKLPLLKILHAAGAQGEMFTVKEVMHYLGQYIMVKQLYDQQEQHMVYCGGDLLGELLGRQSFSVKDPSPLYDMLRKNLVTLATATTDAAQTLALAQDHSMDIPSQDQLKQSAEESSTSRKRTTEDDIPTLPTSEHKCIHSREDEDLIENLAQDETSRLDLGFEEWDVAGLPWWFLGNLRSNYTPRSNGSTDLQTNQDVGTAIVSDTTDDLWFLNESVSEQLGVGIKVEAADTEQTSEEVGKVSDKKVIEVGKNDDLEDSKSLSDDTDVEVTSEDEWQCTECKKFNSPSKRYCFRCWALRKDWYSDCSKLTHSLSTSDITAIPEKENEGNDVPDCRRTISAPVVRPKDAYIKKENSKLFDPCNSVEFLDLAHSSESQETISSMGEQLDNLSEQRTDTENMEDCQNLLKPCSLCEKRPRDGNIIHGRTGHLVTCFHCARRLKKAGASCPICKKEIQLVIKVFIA
Target sequence (Q00987 whole entry, looked up): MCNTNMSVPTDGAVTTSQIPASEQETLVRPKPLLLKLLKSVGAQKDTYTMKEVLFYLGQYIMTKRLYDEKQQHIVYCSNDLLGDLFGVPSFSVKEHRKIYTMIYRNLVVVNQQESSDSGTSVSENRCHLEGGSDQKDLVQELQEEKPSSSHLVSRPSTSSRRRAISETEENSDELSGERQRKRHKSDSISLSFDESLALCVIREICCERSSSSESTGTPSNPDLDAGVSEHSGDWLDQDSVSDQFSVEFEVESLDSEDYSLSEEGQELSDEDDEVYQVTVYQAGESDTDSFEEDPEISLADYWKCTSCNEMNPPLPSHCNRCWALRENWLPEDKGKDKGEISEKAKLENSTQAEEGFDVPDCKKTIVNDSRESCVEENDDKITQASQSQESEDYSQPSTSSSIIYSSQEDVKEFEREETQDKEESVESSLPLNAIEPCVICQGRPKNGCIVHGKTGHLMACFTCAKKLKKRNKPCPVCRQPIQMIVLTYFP
Jurkat NFkB inh: inhibitors of the PMA/ionomycin-induced NF-kB reporter in Jurkat cells; hit rate 0.53% among 330,000; inhibition, % at 4 µM; PMA/ionomycin-induced NF-kB luciferase reporter, luminescence; in the data active = inhibition above about 50%
EBI2 antag: blocks human EBI2 receptor beta-arrestin signaling | inhibition, % at 5 µM | hit rate 0.81% among 360,000 | EBI2 beta-arrestin recruitment, luminescence, 7a,25-OHC stimulated | P32249 | AID 651636; in the data active = inhibition above about 38%;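 also: enzyme fragment complementation signal reports receptor beta-arrestin coupling in cells; 0% = agonist plus DMSO wells and 100% = wells without agonist; some results beyond the cut were filed as inactive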
CXCR6 block: blocks human CXCR6 beta-arrestin recruitment. O00574. CHO-K1 PathHunter CXCR6 beta-arrestin, luminescence. inhibition, % at 20 µM. hit rate 0.36% among 360,000. AID 602244; in the data active = inhibition above about 34%, passing the limit was not always enough;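 also: antagonist mode with CXCL16 agonist at 10 nM final; 0% = 10 nM CXCL16 with DMSO and 100% = unstimulated wells without agonist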
Gli-Sufu antag: Gli-Sufu pathway antagonism. Sufu-KO-LIGHT fibroblasts, Gli luciferase reporter luminescence. inhibition, % at 5 µM. hit rate 0.74% among 340,000;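 active = inhibition above about 55%, limit read from the data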;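 also: 0% = DMSO-treated cells and 100% = wells with medium but no cells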
697 NFkB inh: lowers PMA/ionomycin-induced NF-kB signal in 697 B cells; hit rate 0.33% among 330,000; 697 B-cell NF-kB luciferase reporter, 16 h; inhibition, % at 4 µM; AID 435022; in the data active = inhibition above about 35%
UPR XBP1 act: adaptive UPR (XBP1) activation. CHO-XBP1 luciferase reporter, IRE1-XBP1 UPR activation, luminescence; percent of tunicamycin response, DMSO as zero. activation, % at 20 µM. hit rate 0.33% among 330,000;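 active = versus positive control, 20 µM dose yields 30% or more activation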;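 also: 100% = tunicamycin at 10 µg/mL and 0% = DMSO only wells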
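Material: CHO cell line with stable XBP1 luciferase reporter; buffer or medium: F12 medium containing 10% fetal bovine serum; compound: single point, 20 µM final compound, 1% DMSO; incubation: 6 h treatment, 37 °C; measured by: glow luminescence from Steady-Glo reagent; evaluation: activation, % of tunicamycin; control set: tunicamycin high, DMSO low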
CCR6 antagonist: antagonists of human CCR6 receptor | P51684 | CHO-K1 CCR6 PathHunter beta-arrestin, luminescence, CCL20-stimulated | inhibition, % at 20 µM | hit rate 0.49% among 340,000 | AID 493098;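 active = compounds whose inhibition of the agonist-driven luminescence signal at 20 µM reaches about 50%, limit read from the data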;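 also: cells stimulated with CCL20 at 14 nM final; plate controls were DMSO with CCL20 for no effect and DMSO without agonist for full effect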
CHOP UPR activ: activators of apoptotic arm of unfolded protein response (CHOP); hit rate 0.34% among 330,000; CHO-CHOP luciferase reporter, UPR activation, luminescence; percent of tunicamycin response over DMSO baseline; AID 449763; activation, % at 10 µM;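 active = at 10 µM dose, activation of 40% or more, normalized to positive control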;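 also: 100% = tunicamycin at 10 µg/mL and 0% = DMSO alone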
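Material: CHO-CHOP cells, stable luciferase reporter of PERK-eIF2a-CHOP signalling; quantity: 500 reporter cells seeded per well; buffer or medium: F12 medium containing 10% fetal bovine serum; compound: one dose, 10 µM in 0.5% DMSO; incubation: 6 h compound treatment, 37 °C; measured by: Steady-Glo luciferase luminescence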
Active calls of the source: *; · = not tested or not shown.

SMILES | Mdm2 MdmX PPI | Jurkat NFkB inh | EBI2 antag | CXCR6 block | Gli-Sufu antag | 697 NFkB inh | UPR XBP1 act | CCR6 antagonist | CHOP UPR activ
CCCN(CC(=O)Nc1ccccc1C)C(=O)COC(=O)CSc1ccc([N+](=O)[O-])cc1 | -13 | 15 | -6 | -2 | -3 | 26 | -1 | -2 | 0.8
COC(=O)N1[C@H](C)C=C[C@]1(Cc1ccccc1)C(=O)O | 4 | 4 | -4 | 4 | -8 | 0 | -1 | 13 | 0.0
Cc1cccc(C2NC(c3cccc(C)c3)C(C)C(=O)C2C)c1 (stereo not drawn) | 12 | 16 | 8 | -3 | 2 | -4 | -2 | 23 | 1.5
Cc1ccc2oc(-c3cccc(NC(=O)/C=C/c4cccc([N+](=O)[O-])c4)c3C)nc2c1 | -18 | -40 | 0 | -1 | -13 | -71 | -2 | 19 | 4.7
Cc1cc([N+](=O)[O-])ccc1NC(=O)c1csc(C)c1C | -88 | -137 | -2 | 2 | -36 | -94 | -3 | 19 | 9.3
CN1C(=O)c2cccc3c(Br)ccc(c23)C1=O | 23 | 17 | 3 | -17 | 8 | 3 | 0 | 4 | 1.1
Cc1ccc(-n2c(SCC(=O)Nc3ccc4c(c3)OCO4)nnc2-c2cccs2)cc1 | 27 | 6 | 8 | 2 | -4 | 26 | -5 | 15 | 0.3
COc1cc(C(=O)Nc2cc(OC)c(OC)c(OC)c2)ccc1OCc1c(C)noc1C | 40 | 2 | 7 | 4 | 0 | 29 | 3 | 0 | 0.3
CCN(CC(=O)Nc1ccc(NC(C)=O)cc1)C(=O)c1cc([N+](=O)[O-])ccc1Sc1ccc(Cl)cc1 | · | · | 10 | 5 | 3 | · | · | 10 | ·
Cc1cc(C)cc(NC(=S)N(CCCN2CCN(C)CC2)Cc2cccs2)c1 | -10 | -8 | -9 | 6 | 2 | 12 | -2 | 1 | 0.6
Cc1ccc(SCC(=O)Nc2ccc(S(=O)(=O)Nc3nccs3)cc2)cc1 | -10 | -1 | 8 | -5 | 0 | -11 | -2 | -4 | 0.3
O=c1oc(/C=C/c2ccccc2)nc2ccccc12 | · | · | 6 | 3 | -61 | · | · | 23 | ·
C/C(=N/OCO/N=C(\C)c1ccc(F)cc1F)c1ccc(F)cc1F | 7 | -1 | 4 | -5 | -2 | -8 | -2 | 16 | -0.9
CCCN1CCN(S(=O)(=O)c2ccc(OC)c(Br)c2)CC1 | 11 | -10 | 7 | -3 | 0 | 2 | 0 | 9 | -1.1
CCOc1ccc(C2C(C(=O)c3ccco3)=C(O)C(=O)N2CCN2CCOCC2)cc1OCC (stereo not drawn) | 11 | -10 | -6 | -3 | -10 | -7 | -4 | 13 | 2.5
Cc1ccc(Nc2nc(/N=C/NO)n[nH]2)cc1C | -8 | -22 | 8 | -6 | -12 | 4 | 2 | -6 | 1.3
O=C1Nc2ccc([N+](=O)[O-])cc2OC1CCN1CCOCC1 (stereo not drawn) | 32 | -13 | 6 | -1 | -26 | -6 | -2 | 11 | 0.2
Cc1ccc2cccc(NS(=O)(=O)c3ccccc3)c2n1 | 84* | 99* | · | · | 54 | -8 | 0 | 39 | 446*
CC(=O)OC1CCC2C3CCC4OC(=O)CCC4C3CCC12C (stereo not drawn) | · | · | 6 | 2 | 1 | · | · | -2 | ·
CC(=O)c1ccc(OCC(=O)OCC(=O)Nc2sccc2C(N)=O)cc1 | -16 | 5 | 0 | -18 | 3 | 13 | -2 | -8 | 1.5
CN(C(=O)CN(c1ccccc1)S(=O)(=O)c1ccc(F)cc1)C1CCS(=O)(=O)C1 (stereo not drawn) | 20 | 8 | 3 | 5 | 4 | 5 | 1 | 1 | 0.1
Cc1ccc(NC(=S)NCC2CCCO2)cc1C (stereo not drawn) | 8 | 0 | -3 | -2 | 3 | 12 | 1 | -2 | 2.3
Cc1ccc(NC(=O)Cc2nnc(SCC(=O)NC3=NCCS3)n2C)cc1 | -11 | 15 | -10 | -1 | -25 | 13 | 0 | 4 | 1.9
Cc1[nH]c2ccc(F)cc2c1CCN(Cc1ccco1)C(=S)NC(C)(C)C | 0 | 4 | 7 | 4 | 6 | -11 | -5 | 18 | 3.5
COc1ccc(Nc2nc3ccccc3n3nnnc23)cc1 | 7 | -24 | 7 | 5 | -8 | 6 | 5 | 7 | -0.4
CC(=O)N/C(=C\c1ccccc1)C(=O)OCC(=O)Nc1cc(S(=O)(=O)N(C)C)ccc1Cl | -2 | 11 | 6 | -8 | -8 | -6 | 4 | 14 | 1.9
CN(C(=O)COC(=O)C1CCN(S(=O)(=O)c2ccc3c(c2)OCCO3)CC1)C1CCCCC1 | -17 | -11 | 8 | 1 | -5 | 9 | -3 | -2 | 1.7
CCOc1ccc(NC(=O)c2cc(=O)[nH]c3ccccc23)cc1 | 14 | -10 | -11 | 7 | 12 | -18 | -3 | 1 | 0.7
CC(C)C(=O)Nc1cccc(C(=O)Nc2ccc(S(=O)(=O)Nc3nccs3)cc2)c1 | 18 | -1 | -8 | 4 | -3 | 10 | 3 | 8 | -0.7
CC(=O)Nc1ccc(SC[C@H](Cc2ccccc2)N2CCN(CCc3ccccc3)CCC2=O)cc1 | 4 | 12 | 10 | 0 | 34 | 12 | -1 | 8 | 2.3
CCC(C(=O)Nc1ccccc1C(=O)N1CCOCC1)N1C(=O)c2ccccc2C1=O (stereo not drawn) | 6 | 2 | -3 | -5 | 5 | 9 | -2 | -2 | 6.7
C[C@H](NS(=O)(=O)c1ccccc1F)C(=O)OCC(=O)Nc1ccc2c(c1)OCCO2 | 21 | -1 | -2 | 8 | -2 | -1 | 1 | 1 | -2.4
CS(=O)c1ccccc1-c1nc(-c2cc(C(F)(F)F)cc(C(F)(F)F)c2)no1 (stereo not drawn) | 5 | 10 | 18 | -17 | -12 | 0 | 1 | -7 | 1.9
Cc1ccc(C(=O)O/N=C(\N)c2ccc(C(F)(F)F)cn2)cc1 | 57* | -12 | 2 | -1 | 4 | -13 | 0 | 3 | 4.5
Cc1ccc(C)c(NC(=S)N(CCc2nc3cc(C)c(C)cc3[nH]2)Cc2cccnc2)c1 | 2 | -6 | 14 | 9 | 42 | -7 | 24 | 14 | 1.0
Cc1c(NC(=S)NC(=O)c2cccc([N+](=O)[O-])c2)c(=O)n(-c2ccccc2)n1C | 4 | -7 | 1 | 3 | -14 | 8 | -3 | 12 | 0.2
CC(Oc1ccc(F)cc1F)C(=O)NNC(=S)NCC1CCCO1 (stereo not drawn) | 2 | -6 | -11 | 8 | 38 | 14 | 0 | 12 | -0.6
COC(=O)C1=C(C)NC2=C(C1c1ccc(O)cc1)S(=O)(=O)c1ccccc12 (stereo not drawn) | -3 | -4 | 4 | -1 | -2 | 4 | 2 | 10 | -2.1
CCC(C)N(C)C(=O)c1cc2ccccc2c(-c2ccccc2Cl)n1 (stereo not drawn) | 28 | -11 | 9 | 6 | 6 | 16 | -10 | 10 | -1.1
Cc1ccccc1N1CCN(C2CCCN(C(=O)c3cn4cccc(C)c4n3)C2)CC1 (stereo not drawn) | 40 | 14 | 9 | -3 | 31 | -3 | -3 | -2 | 1.4
O=C(c1csc2ccccc12)N1CCCCCC1 | 13 | 14 | -6 | 8 | -1 | -2 | 2 | -3 | -0.7
O=C(NNC(=S)Nc1ccccc1)c1cccs1 | -27 | -66 | -9 | -2 | 0 | -85 | 0 | 11 | 3.0
CCC(C)n1c(/C=C/c2ccccc2)nc2ccccc21 (stereo not drawn) | -38 | -9 | 20 | 7 | -8 | 4 | 2 | 24 | -1.1
Cc1nn(-c2ccccc2)c(C)c1NC(=O)COc1ccc(Cl)cc1Cl | -6 | 15 | -3 | -16 | 10 | -35 | -4 | 4 | -1.5
Cc1cc2c(cc1C)CSC(c1ccccc1OC(=O)C(C)C)SC2 | 22 | -6 | 12 | 7 | -4 | 9 | 1 | 14 | 0.4
CCOC(=O)N1CCN(C(=O)c2ccc3nc(N4CCC(C)CC4)sc3c2)CC1 | 22 | -39 | 3 | -2 | 16 | -191 | 1 | -7 | -2.0
N/C(=N\OC(=O)Cc1ccc([N+](=O)[O-])cc1)c1ccccn1 | · | · | -7 | -20 | -11 | · | · | 9 | ·
O=C(O)c1ccc(-n2cccn2)c([N+](=O)[O-])c1 | -32 | 16 | 0 | -9 | 22 | 25 | 1 | 4 | 1.1
Cc1ncoc1C(=O)N1CCCC(C(=O)c2ccc(-c3ccccc3)c(F)c2)C1 (stereo not drawn) | 8 | -1 | 7 | -5 | -4 | -9 | -3 | 16 | 0.2
CCCCN(C(=O)c1ccc(NC2CC2)c([N+](=O)[O-])c1)c1c(N)n(CCCC)c(=O)[nH]c1=O | 22 | 11 | 8 | -10 | 8 | 13 | 0 | 14 | -1.1
CC(C)(CNC(=O)c1cc(Cl)c(O)c(Cl)c1)N1CCCCC1 | 6 | 5 | -13 | 4 | -5 | -5 | -2 | 11 | 1.3
CC(CC(=O)N1CCN(c2ccc(C(F)(F)F)cn2)CC1)n1ccnc1 (stereo not drawn) | 8 | 13 | -6 | -3 | 11 | -5 | -3 | 2 | -1.0
COC(=O)c1ccccc1NC(=O)c1cc2sccc2n1C | -4 | -13 | 26 | -8 | -13 | -9 | -2 | 13 | -0.5

Molecules from the list above that contain a nitro group on carbon, in the order listed:
SMILES | Mdm2 MdmX PPI | Jurkat NFkB inh | EBI2 antag | CXCR6 block | Gli-Sufu antag | 697 NFkB inh | UPR XBP1 act | CCR6 antagonist | CHOP UPR activ
CCCN(CC(=O)Nc1ccccc1C)C(=O)COC(=O)CSc1ccc([N+](=O)[O-])cc1 | -13 | 15 | -6 | -2 | -3 | 26 | -1 | -2 | 0.8
Cc1ccc2oc(-c3cccc(NC(=O)/C=C/c4cccc([N+](=O)[O-])c4)c3C)nc2c1 | -18 | -40 | 0 | -1 | -13 | -71 | -2 | 19 | 4.7
Cc1cc([N+](=O)[O-])ccc1NC(=O)c1csc(C)c1C | -88 | -137 | -2 | 2 | -36 | -94 | -3 | 19 | 9.3
CCN(CC(=O)Nc1ccc(NC(C)=O)cc1)C(=O)c1cc([N+](=O)[O-])ccc1Sc1ccc(Cl)cc1 | · | · | 10 | 5 | 3 | · | · | 10 | ·
O=C1Nc2ccc([N+](=O)[O-])cc2OC1CCN1CCOCC1 (stereo not drawn) | 32 | -13 | 6 | -1 | -26 | -6 | -2 | 11 | 0.2
Cc1c(NC(=S)NC(=O)c2cccc([N+](=O)[O-])c2)c(=O)n(-c2ccccc2)n1C | 4 | -7 | 1 | 3 | -14 | 8 | -3 | 12 | 0.2
N/C(=N\OC(=O)Cc1ccc([N+](=O)[O-])cc1)c1ccccn1 | · | · | -7 | -20 | -11 | · | · | 9 | ·
O=C(O)c1ccc(-n2cccn2)c([N+](=O)[O-])c1 | -32 | 16 | 0 | -9 | 22 | 25 | 1 | 4 | 1.1
CCCCN(C(=O)c1ccc(NC2CC2)c([N+](=O)[O-])c1)c1c(N)n(CCCC)c(=O)[nH]c1=O | 22 | 11 | 8 | -10 | 8 | 13 | 0 | 14 | -1.1
